High-throughput results deposited in PubChem BioAssay by National Center for Advancing Translational Sciences (NCATS).
Menin MLL FP TR = qHTS Assay for Inhibitors Targeting the Menin-MLL Interaction in MLL Related Leukemias: Competition With Texas Red Labeled MLL-derived Mutant Peptide. Menin + Texas Red MLL mutant peptide, fluorescence polarization. Potency, µM (titrated, usually from 61.6 µM), without a hit: at the top dose FP activity change, negative = inhibition, actives largely listed as inhibitors. actives 0.23% (n = 270,000); active = well fitted inhibition curve with a large enough effect in the polarisation, with a control signal flat, not every such curve was filed as active; inconclusive = small, poorly fitted or top-dose-only effect, or effect the other way, or a change in a side signal; inactive = no such curve, though single readings can be large or run the other way; the % refers to the polarisation; note: potency is the fitted concentration of half-maximal effect; % of control where 0% means no effect; many of its hits are not listed in these tables
Target sequence (O00255 whole entry, looked up): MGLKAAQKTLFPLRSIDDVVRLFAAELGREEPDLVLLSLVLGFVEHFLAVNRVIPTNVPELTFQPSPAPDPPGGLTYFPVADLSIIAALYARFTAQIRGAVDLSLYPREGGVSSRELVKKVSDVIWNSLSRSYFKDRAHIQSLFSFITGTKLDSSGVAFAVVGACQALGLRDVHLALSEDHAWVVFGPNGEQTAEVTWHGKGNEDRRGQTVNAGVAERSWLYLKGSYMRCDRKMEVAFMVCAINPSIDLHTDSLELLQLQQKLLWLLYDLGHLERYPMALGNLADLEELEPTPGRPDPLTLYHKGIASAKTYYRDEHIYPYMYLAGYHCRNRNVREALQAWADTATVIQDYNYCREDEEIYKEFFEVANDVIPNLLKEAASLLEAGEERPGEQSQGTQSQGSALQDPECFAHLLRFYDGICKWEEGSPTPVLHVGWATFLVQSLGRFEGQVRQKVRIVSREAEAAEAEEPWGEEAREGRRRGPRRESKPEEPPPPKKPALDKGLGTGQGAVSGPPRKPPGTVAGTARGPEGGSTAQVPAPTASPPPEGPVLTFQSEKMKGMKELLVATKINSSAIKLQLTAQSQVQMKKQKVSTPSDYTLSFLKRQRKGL
Mito fusion yeast = qHTS Assay for Small Molecule Inhibitors of Mitochondrial Division or Activators of Mitochondrial Fusion; S. cerevisiae fusion-defective mutant growth rescue, CellTiterGlo 48 h; Potency, µM (top dose mostly 46.1 µM), for inactives: at the top dose growth rescue (activation), usual class: activators; actives 0.23% (n = 320,000); AID 485298, 2010;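 note: potency is the fitted concentration of half-maximal effect; % of control where 0% means no effect; nearly all actives have a fitted effect of over 45% in size; temperature-sensitive fusion mutants such as fzo1-1 at 37 °C on non-fermentable ethanol glycerol medium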
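Yeast fusion mutant, YPEG (non-fermentable carbon), compound, 48 h at 37C non-permissive; CellTiterGlo added, 10 min RT, luminescence read. Rescued growth = division inhibition.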
PKM2 act = qHTS Assay for Activators of Human Muscle isoform 2 Pyruvate Kinase; Pyruvate kinase PKM (Homo sapiens), P14618; AID 1631, 2009; Potency, µM (titrated, usually from 57.5 µM), for inactives: at the top dose activation, most hits filed as activators; actives 0.34% (n = 260,000); purified PKM2, Kinase-Glo ATP luminescence, activation; response scale: 0% is enzyme alone, no compound; note: potency is the fitted concentration of half-maximal effect; % is set by controls: 0 for no effect and ±100 for the full control effect; nearly all actives have a fitted effect of over 55% in size
Target sequence (P14618 whole entry, looked up, canonical isoform): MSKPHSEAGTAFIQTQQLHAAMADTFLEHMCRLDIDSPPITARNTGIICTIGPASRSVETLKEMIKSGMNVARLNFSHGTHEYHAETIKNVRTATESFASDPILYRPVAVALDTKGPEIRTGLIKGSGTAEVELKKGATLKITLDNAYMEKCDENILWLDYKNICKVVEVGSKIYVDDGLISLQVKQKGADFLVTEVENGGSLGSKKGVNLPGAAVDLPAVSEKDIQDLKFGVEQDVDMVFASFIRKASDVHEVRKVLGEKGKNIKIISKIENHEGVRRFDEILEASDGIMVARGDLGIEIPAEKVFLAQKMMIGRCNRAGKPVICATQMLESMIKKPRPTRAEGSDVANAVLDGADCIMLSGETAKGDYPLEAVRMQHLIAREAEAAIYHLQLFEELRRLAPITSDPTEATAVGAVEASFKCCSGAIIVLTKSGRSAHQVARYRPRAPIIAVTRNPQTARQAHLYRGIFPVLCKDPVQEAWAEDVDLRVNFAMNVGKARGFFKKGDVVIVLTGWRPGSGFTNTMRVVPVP
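Purified hPK-M2 (>95% pure) converted ADP (0.1 mM final) to ATP with 0.5 mM PEP in 50 mM imidazole pH7.2, KCl, MgCl2, Tween 20, BSA; 1 h at room temperature. ATP detected by Kinase-Glo luminescence.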
NPC1 promoter act = qHTS Assay for NPC1 Promoter Activators. Huh7 NPC1 promoter luciferase reporter, 24 h. Potency, µM (doses to about 9.22 µM), for inactives: at the highest dose activation, hits mostly activators. actives 2.4% (n = 320,000). AID 485313, 2010;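 note: potency is the fitted concentration of half-maximal effect; % of control where 0% means no effect; nearly all actives have a fitted effect of over 60% in size; reporter is driven by a mutant NPC1 promoter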
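Huh7 cells stably carrying NPC1 promoter–luciferase, plated in Opti-MEM with 10% FBS for 2 h, were exposed to compound in DMSO for 24 h at 37 °C; luciferase reagent was added for 10 min and luminescence read.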
Rab9 prom act = qHTS Assay for Rab9 Promoter Activators | AID 485297, 2010 | Huh7 Rab9 promoter-luciferase reporter, luminescence, 24 h | actives 2.8% (n = 320,000) | Potency, µM (doses to about 9.22 µM), for the others: at the highest dose activation, negative = inhibition, most hits filed as activators; note: potency is the fitted concentration of half-maximal effect; % of control where 0% means no effect; nearly all actives have a fitted effect of over 60% in size
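Huh7 reporter line, Rab9 promoter upstream of luciferase. Compound exposure 24 h at 37 °C in reduced-serum medium with 10% FBS. Read-out: luminescence.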
ELG1 DNA repair = qHTS screen for small molecules that inhibit ELG1-dependent DNA repair in human embryonic kidney (HEK293T) cells expressing luciferase-tagged ELG1; actives 2.3% (n = 330,000); HEK293T ELG1-luciferase reporter, luminescence, 16 h; DNA damage induced by 5-fluorouridine; AID 504467, 2011; Potency, µM (series often up to 46.1 µM), for inactives: top-dose activity change, negative = inhibition, hits mostly inhibitors; note: potency is the fitted concentration of half-maximal effect; % is set by controls: 0 for no effect and ±100 for the full control effect; nearly all actives have a fitted effect of over 55% in size
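5-Fluorouridine DNA damage + compound/DMSO, 2,000 cells/well, 16 h, 37 °C/5% CO2. ONE-Glo, 30 min RT, luminescence. Readout = decrease in reporter signal.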
MBNL1 CUG block = qHTS Assay for Inhibitors of MBNL1-poly(CUG) RNA binding; TR-FRET MBNL1-His/biotin-(CUG)12 binding, 665/545 ratio; Potency, µM (titrated, usually from 57.5 µM), for the others: at the top dose activity change, negative = inhibition, actives largely listed as inhibitors; actives 0.036% (n = 280,000); active = well fitted inhibition curve with a large enough effect in the signal ratio, with a control signal flat, not every such curve was filed as active; inconclusive = small, poorly fitted or top-dose-only effect, or effect the other way, or a change in a side signal; inactive = no such curve, though single readings can be large or run the other way; the % refers to the signal ratio; note: potency is the fitted concentration of half-maximal effect; % is set by controls: 0 for no effect and ±100 for the full control effect
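His-tagged MBNL1 binding to biotinylated (CUG)12 RNA was measured by TR-FRET using terbium anti-His antibody (0.055 ng/ul final) and streptavidin-XL665 (5 nM final). Compounds were titrated 92 nM to 58 uM; 60 min at room temperature.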
VP16 counter = VP16 counterscreen qHTS for inhibitors of ROR gamma transcriptional activity | Potency, µM (top dose mostly 53.6 µM), inactives show at the highest dose activity, negative = inhibition, hits mostly inhibitors | Drosophila S2 Gal4-VP16 UAS-luciferase, luminescence, 20 h | actives 3.5% (n = 310,000);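 note: Gal4-VP16 expression switched on by copper sulfate through the metallothionein promoter; potency is the fitted concentration of half-maximal effect; % is set by controls: 0 for no effect and ±100 for the full control effect; nearly all actives have a fitted effect of over 50% in size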
KCNH2 3.1 block = qHTS for Inhibitors of KCHN2 3.1: Mutant qHTS; Potassium voltage-gated channel subfamily H member 2, brain isoform KCNH2 3.1 (human); U2OS KCNH2 3.1, thallium flux FluxOr; stronger effect = lower value; activity change, % (tested at about 1.8 µM); actives 0.95% (n = 340,000); AID 720553, 2013;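 active = maximum activity change below -70%; inconclusive = maximum activity change from -70% to -50%; inactive = maximum activity change above -50%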;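 note: thallium influx rate constant from kinetic fluorescence after stimulation buffer; % is set by controls: 0 for no effect and ±100 for the full control effect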
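Thallium flux via FluxOr fluorescence (Red40 quencher, 45 min loading) in U2OS cells virally expressing the KCNH2 3.1 isoform (1.77 x 10^8 /mL virus, overnight at 37 C). Rate constants from 2-min kinetic reads post-stimulation, normalised to positive and negative controls.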
FLuc modulator = qHTS profiling assay for firefly luciferase inhibitor/activator using purifed enzyme and Km concentrations of substrates (counterscreen for miR-21 project). Luciferin 4-monooxygenase (Photinus pyralis), P08659. purified FLuc, Km substrates, luminescence inhibition. Potency, µM (top dose mostly 57.5 µM), for the others: at the top dose activity change, negative = inhibition, hits mostly inhibitors. actives 6.9% (n = 360,000). AID 588342, 2011;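 note: potency is the fitted concentration of half-maximal effect; plate controls were vehicle for no effect and reference inhibitor for full effect; nearly all actives have a fitted effect of over 55% in size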
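Biochemical qHTS of compounds, final roughly 60 µM downward over six points, against 10 nM purified firefly luciferase using Km concentrations of substrates (10 uM D-luciferin, 10 uM ATP) in Tris acetate pH 7.5 buffer; luminescence output.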
RORg inh = qHTS for inhibitors of ROR gamma transcriptional activity | Potency, µM (highest dose often 53.6 µM), inactives show at the highest dose activity change, negative = inhibition, hits mostly inhibitors | Drosophila S2 Gal4-RORgamma UAS-luciferase reporter, 20 h | Nuclear receptor ROR-gamma (Mus musculus), P51450 | actives 5.4% (n = 310,000); note: potency is the fitted concentration of half-maximal effect; % is set by controls: 0 for no effect and ±100 for the full control effect; nearly all actives have a fitted effect of over 60% in size
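A Gal4/UAS one-hybrid system in insect cells: metallothionein-promoter Gal4–ROR gamma fusion plus Photinus luciferase reporter. Copper sulfate 700 uM final, 20 hr ambient incubation, luminescent detection after 10 min with reagent.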
An asterisk follows results filed as active; ? = inconclusive; · = no result given; & = joins results of further samples; [ ] = remark or other dose. Unless noted, calls come from the whole dose curve; as a rule, active = well fitted curve in the direction sought with a large enough effect; inconclusive = small, poorly fitted or top-dose-only effect, or another doubt; inactive = no such curve, though single readings can be large; an effect the other way counts as inactive or inconclusive. An excerpt. The share of hits here may be higher or lower than overall.

SMILES	Menin MLL FP TR	Mito fusion yeast	PKM2 act	NPC1 promoter act	Rab9 prom act	ELG1 DNA repair	MBNL1 CUG block	VP16 counter	KCNH2 3.1 block	FLuc modulator	RORg inh
CC(=O)c1cc(Cl)ccc1OCc1cccc(S(=O)(=O)N2CCOCC2)c1	·	3%	·	3%	4%	?	·	·	-16	-2%	·
Cc1ccc(NC(=O)COC(=O)c2ccc(F)cc2Cl)c(Br)c1	-11%	6%	0%	-1%	0%	-3%	-4%	4%	2	-2%	0%
Cc1ccc(S(=O)(=O)N2CCN(C(=O)COC(=O)CSc3ccccc3)CC2)c(C)c1	·	-6%	·	1%	0%	1%	·	·	0	2%	·
CCOc1ccc(C(=O)CCC(=O)Nc2cccc(S(=O)(=O)N3CCCCC3)c2)cc1	·	-3%	·	-1%	-8%	-21%	·	·	-16	-13%	·
COc1ccccc1-n1c(CNC(=O)c2ccco2)n[nH]c1=S	2%	1%	-9%	-1%	1%	17%	-1%	12%	11	-3%	-38%
Cc1nn(C)cc1CNC(=O)c1ccc(F)cc1	7%	-6%	6%	-2%	-1%	?	·	-7%	-4	0%	-9%[10 µM]
CCOC(=O)c1c(NC(=O)CN2C(=O)NC3(CCC(CC)CC3)C2=O)sc(C)c1-c1ccc(C)cc1 (stereo not given)	4%	-2%	-1%	-5%	1%	20%	-7%	-5%	1	5%	-1%
CCOC(=O)CNC(=O)N1CCC(CCC(=O)N(C)Cc2ccccc2)CC1	-3%	-1%	0%[11.5 µM]	-2%	-1%	-4%	-2%	-1%	-1	1%	-23%
O=C(N/N=C/c1ccncc1)NC12CC3CC(CC(C3)C1)C2	·	5%	0%	25%	-4%	9%	4%	-2%	9	?	4%
O=C(O)CCCC(=O)NCCc1ccncc1	12%	-6%	-2%	0%	0%	-2%	-7%	2%	-12	5%	-4%
O=C(Oc1ccc(Cl)c2cccnc12)C12CC3CC(CC(C3)C1)C2	9%	-3%	9%	-1%	9%	?	-22%	3.2µM*	-3	-18%	2.2µM*
COc1c(Br)cc([N+](=O)[O-])c(OC)c1C(=O)NC(=O)Nc1nc(C)cc(C)n1	·	-3%	-8%	0%	2%	16%	·	-18%	15	-1%	38%
Cc1ccc(S(=O)(=O)N2CCOCC2)cc1C(=O)N1CC(C)OC(C)C1 (stereo not given)	·	-11%	·	-3%	-1%	14%	·	·	2	-1%	·
COc1ccc(-n2cnc3c(sc4nccc(N(C)C)c43)c2=O)cc1	7%	1%	-20%	8%	-4%	?	2%	9%	-8	0%	36%
CCNCC(=O)N1c2ccccc2CCc2ccc(NC(C)=O)cc21	2%	-7%	-10%	-4%	-6%	14%	15%	-1%	-1	2%	-12%
Cc1c(C(=O)N/N=C/c2ccoc2)cccc1[N+](=O)[O-]	4%	2%	3%	-1%	1%	25%	1%	?	0	-10%	-4%
CN(c1ccccc1)S(=O)(=O)c1ccc(C(=O)OCC(=O)NC(N)=O)cc1	·	3%	-3%	-1%	0%	7%	-7%	-3%	-4	1%	-3%
Cc1ccc2c(c1)COc1c3ccc(C(=O)N[C@@H](CO)C(C)C)cc3nn1-2	·	-2%	-11%	1.8µM*	3.5µM*	?	?	-6%	-4	6.7µM*	2%
CC1CCCCC1NC(=O)c1nnc(Cc2ccc(Cl)cc2)o1 (stereo not given)	-9%	7%	-2%	-2%	-2%	2%	-8%	-6%	2	6%	-9%
COc1cc(OC)cc(C(=O)Nc2nc(CC(=O)NCc3ccccc3OC)cs2)c1	·	-8%	·	-2%	-2%	?	·	·	12	-19%	·
CCn1c2ccccc2c2cc(NC(=O)Cc3ccc(S(=O)(=O)N4CCOCC4)s3)ccc21	?	1%	8%	2%	-1%	-2%	9%	4%	5	-2%	35%
O=C(O)CCc1cc(I)c(Oc2ccc(O)c(I)c2)c(I)c1	·	?	-9%	-3%	0%	?	-9%	-4%	·	-8%	?
O=C(CSc1nnc(-c2csc3c2CCCC3)o1)Nc1ccccc1	-12%	-3%	-5%	?	0.56µM*	?	-8%	-29%	2	-18%	-44%
CCOC(=O)CSc1ccc(S(=O)(=O)N2CCC(C)CC2)cc1[N+](=O)[O-]	18%	1%	-1%	1%	-2%	8%	25%	-13%	29	-1%	-13%
Cc1ccccc1OCC(O)CN1C(=O)c2ccccc2C1=O (stereo not given)	-13%	9%	·	3%	4%	19%	13%	4%	-8	13µM*	8%
CN1CCN(C(=O)c2ccc(CS(=O)Cc3ccc(Cl)cc3)o2)CC1 (stereo not given)	·	0%	·	-3%	0%	-1%	-2%	3%	24	1%	-11%
COc1c(OC(C)=O)ccc(/C=C/c2ccc3cccc(OCc4ccccc4)c3n2)c1[N+](=O)[O-]	?	-1%	-2%	?	?	?	·	-7%	-14	1.5µM*	?
COc1cccc(C2C(C(=O)c3ccc(C)o3)=C(O)C(=O)N2c2cc(C)on2)c1 (stereo not given)	·	1%	·	-5%	1%	2%	91%[activator]	5%	1	6%	-4%
O=C(NCCCN1CCCC1)c1ccc2c(c1)N(Cc1ccccc1F)C(=O)c1ccccc1S2=O (stereo not given)	-11%	?	1%	-1%	0%	?	-10%	8%	-14	2%	13%
O=C(C[n+]1cc(-c2ccc(Cl)c(Cl)c2)n2c1CCC2)c1cccs1	·	-2%	1%	-3%	-1%	?	8%	4%	-3	0%	-16%
COC(=O)/C=C1/SC(=Nc2ccc(Cl)c(Cl)c2)NC1=O	·	-3%	0%	0%	1%	4%	·	2%	-4	-3%	33%
CCOC(=O)c1nc2sc3c(c2c(=O)[nH]1)CCC(C)C3 (stereo not given)	·	-2%	-11%	-5%	-2%	9%	-2%	-3%	10	17µM*	23%
COc1cc(/C=N/N=C/c2c[nH]c(=O)c(C#N)c2Nc2ccccc2)ccc1O	·	-14%	1%	0%	-1%	-2%	10%	-1%	-9	-5%	12%
COCCn1c(-c2ccccc2)nc2ccccc21	-12%	-7%	-9%	-2%	-2%	?	-16%	-6%	-5	?	?
O=C(O)c1cc2n(n1)C(C(F)(F)F)CC(c1ccccc1)N2 (stereo not given)	-1%	-5%	-1%	-5%	1%	2%	-18%	-2%	8	3%	3%
O=[N+]([O-])c1ccc(-c2nnc(-c3ccccc3)c(N3CCOCC3)n2)cc1	2%	-1%	-12%	-1%	-4%	10%	14%	3%	-2	-1%	40%
C=C1CN(CC(=O)OC)S(=O)(=O)c2ccccc21	-6%	-19%	-10%	-2%	-8%	-1%	-7%	0%&-1%	-16	0%	9%&-5%
Cc1[nH][nH]c(=O)c1C(c1ccc(-c2ccc(Cl)c(Cl)c2)o1)c1c(C)[nH][nH]c1=O	?	-2%	5%	-12%	-32%[inhibitor]	-3%	-6%	-3%	8	-11%	-34%
CCOC(=O)[C@@H]1[C@H]2COc3ccc(Br)cc3[C@@H]2N2C(=O)N(c3ccc(C(F)(F)F)cc3)C(=O)[C@@]12C	9%	5%	-1%	0%	-3%	-21%	-12%	-1%	-7	2%	-22%
Cc1ccccc1-n1c(SCC(=O)c2c(N)n(C)c(=O)n(C)c2=O)nnc1-c1cccnc1	-9%	0%	0%	-2%	-5%	?	·	1%	·	3%	3%
O=C(NN1CCOCC1)c1ccc([N+](=O)[O-])cc1	-10%	0%	-2%	-4%	7%	-6%	?	-11%	13	-1%	-24%
Cc1cc(C)c(C(=O)COC(=O)c2ccc(NC(=O)CC#N)cc2)cc1C	·	7%	-1%	15%	12%	12%	0%	1%	-4	-18%	9%
